Screening results deposited in PubChem by National Center for Advancing Translational Sciences (NCATS).
POLI inh – qHTS for Inhibitors of Polymerase Iota; DNA polymerase iota (Homo sapiens), Q9UNA4; Pol iota fluorescent replication assay, 10 min; Potency, µM (titrated, usually from 115 µM), without a hit: top-dose activity, negative = inhibition, most hits filed as inhibitors; actives 1% (n = 390,000)
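Fluorescent replication assay read twice, at 0 min and 10 min after adding 50 nM (final) substrate. Enzyme (10 nM) and compounds were first incubated 15 min at room temperature; enzyme-free buffer wells were negative controls.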
APE1 inh – qHTS Assay for Inhibitors of the Human Apurinic/apyrimidinic Endonuclease 1 (APE1). actives 0.35% (n = 350,000). DNA repair nuclease/redox regulator APEX1 (Homo sapiens), P27695. AID 2517, 2012. recombinant APE1, TAMRA/BHQ-2 abasic DNA cleavage fluorescence. Potency, µM (top dose mostly 65.8 µM), without a hit: at the highest dose activity change, negative = inhibition, most hits filed as inhibitors;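 also: plate controls were vehicle for no effect and reference inhibitor for full effect; nearly all actives have a fitted effect of over 55% in size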
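Incision of a quenched TAMRA/BHQ-2 THF abasic-site duplex (50 nM) by 0.75 nM APE1, after 15 min compound preincubation, measured as fluorescence increase over three 60 s reads. Values normalized to buffer, DMSO and NSC13755 control wells.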
POLB inh – qHTS Assay for Inhibitors of DNA Polymerase Beta; actives 1.3% (n = 340,000); AID 485314, 2010; Pol beta primer extension/strand displacement, fluorescence kinetic; P06746; Potency, µM (top dose mostly 114 µM), for inactives: at the highest dose activity change, negative = inhibition, usual class: inhibitors; also: % is scaled to controls: 0 for no effect and ±100 for the full control effect
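10 nM enzyme + cpd, 15 min RT; start with substrate 50 nM final; read 0 min and after 10 min RT. Corrected, normalized data; 4-parameter Hill curve fit.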
BLM inh – qHTS Assay for Inhibitors of Bloom's syndrome helicase (BLM); RecQ-like DNA helicase BLM (Homo sapiens), P54132; recombinant BLM DNA unwinding, fluorescence dequenching; Potency, µM (highest dose often 56.1 µM), for inactives: at the top dose activity change, negative = inhibition, usual class: inhibitors; actives 0.2% (n = 350,000); AID 2528, 2010;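 also: plate controls were vehicle for no effect and no enzyme for full effect; nearly all actives have a fitted effect of over 35% in size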
POLH inh – qHTS for Inhibitors of Polymerase Eta. DNA polymerase eta (Homo sapiens), Q9Y253. recombinant Pol eta, fluorescent DNA replication assay. AID 588591, 2011. actives 1.2% (n = 390,000). Potency, µM (titrated, usually from 114 µM), without a hit: top-dose activity change, negative = inhibition, most hits filed as inhibitors; also: % is scaled to controls: 0 for no effect and ±100 for the full control effect
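Pol eta at 10 nM preincubated with compounds 15 min at room temperature; reaction started with fluorescent substrate (50 nM final) and read kinetically at 0 and 10 min.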
JMJD2A Tudor inh – qHTS Assay for Inhibitors of JMJD2A-Tudor Domain; AlphaScreen JMJD2A-Tudor / H3K4me3 peptide binding; Potency, µM (doses to about 114 µM), for the others: at the top dose activity change, negative = inhibition, actives largely listed as inhibitors; actives 4.4% (n = 390,000); AID 504339, 2011; also: % is scaled to controls: 0 for no effect and ±100 for the full control effect; nearly all actives have a fitted effect of over 50% in size
G9a inh – qHTS Assay for Inhibitors of Histone Lysine Methyltransferase G9a; actives 8.8% (n = 350,000); G9a H3K9 monomethylation, AlphaScreen, 2 h; Histone-lysine N-methyltransferase EHMT2 (Homo sapiens), Q96KQ7; AID 504332, 2011; Potency, µM (top dose mostly 102 µM), inactives show at the top dose activity, negative = inhibition, hits mostly inhibitors; also: % is scaled to controls: 0 for no effect and ±100 for the full control effect; nearly all actives have a fitted effect of over 75% in size
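AlphaScreen read-out: biotin-H3K9 peptide (500 nM) methylation by 20 nM enzyme with 20 uM SAM, 2 h at room temperature after 15 min compound preincubation; anti-monomethyl H3K9 antibody plus donor/acceptor beads, 10 min dark.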
Pol kappa inh – qHTS for Inhibitors of Polymerase Kappa; DNA polymerase kappa (Homo sapiens), Q9UBT6; purified Pol kappa, fluorescent DNA synthesis assay, 10 min; Potency, µM (highest dose often 107 µM), without a hit: top-dose activity, negative = inhibition, most hits filed as inhibitors; actives 0.53% (n = 400,000); also: % is scaled to controls: 0 for no effect and ±100 for the full control effect
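10 nM Pol kappa was preincubated with compounds for 15 min at room temperature. Reaction started with 50 nM (final) substrate. Fluorescence read kinetically at 0 and 10 min.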
BAZ2B block – qHTS Assay for Inhibitors of BAZ2B; AlphaScreen BAZ2B-H3K14Ac peptide displacement; AID 504333, 2011; actives 4.4% (n = 360,000); Potency, µM (highest dose often 114 µM), inactives show at the top dose activity change, negative = inhibition, usual class: inhibitors; also: % is scaled to controls: 0 for no effect and ±100 for the full control effect; nearly all actives have a fitted effect of over 60% in size
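Complex of BAZ2B and biotin-H3K14Ac (50 nM apiece) forms over 30 min at RT, then faces library compounds up to 110 uM for another 30 min; AlphaScreen beads added, 20 min dark incubation, luminescence read.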
An asterisk follows results filed as active; ? = inconclusive; . = no result given; & = joins results of further samples; [ ] = another dose, or the depositor's remark. Calls follow the shape of the dose curve; as a rule, active = well fitted curve in the direction sought with a large enough effect; inconclusive = small, poorly fitted or top-dose-only effect, or another doubt; inactive = no such curve, though single readings can be large; an effect the other way counts as inactive or inconclusive. Potency is read from the fitted curve at half-maximal effect. A portion of the library (hit frequency here may not be typical).

SMILES | POLI inh | APE1 inh | POLB inh | BLM inh | POLH inh | JMJD2A Tudor inh | G9a inh | Pol kappa inh | BAZ2B block
Cc1cc(C(=O)Nc2ccc(N3CCOCC3)c3nonc23)ccc1[N+](=O)[O-] | 23% | 9% | 42% | -4% | -21% | -28% | 10% | -3% | -20%
COc1ccc(-c2cc(C(=O)NC3CCCC3)c3ccccc3n2)cc1OC | -15% | . | . | . | 6% | -14% | . | 7% | .
COc1cc(NC(=O)Cn2nc(C(F)(F)F)c(Br)c2C)cc([N+](=O)[O-])c1 | 8% | -4% | -1% | -2% | -14% | -15% | 7%[59 µM] | -15% | 8%
CCOC(=O)N1CCC(NC(=O)c2cc(S(=O)(=O)NCCc3ccccc3)ccc2F)CC1 | 16% | 2% | 19% | -1% | -2% | -4% | 7% | -7% | -4%
CCOC(=O)c1cnc2c(OC)cccc2c1N1CCN(c2ccccc2OC)CC1 | -5% | -5% | 2% | -12% | -2% | ? | ? | -8% | ?
CN1CCc2c(sc3nc(NN)n(Cc4ccccc4)c(=O)c23)C1 | -29% | -1% | ? | -3% | -12% | ? | 45µM* | -5% | ?
CC(CNC(=O)c1ccc2c(c1)nc1n2CCCCC1)c1ccccc1 (configuration not stated) | -23% | . | -2% | -4% | -7% | -18% | 10%[59 µM] | -3%[60.1 µM] | 5%
CCc1ccc2c(c1)C(c1ccc(N3CCOCC3)cc1)=NNC(c1ccncc1)=N2 | 9% | 0% | 15% | -4% | -15% | -18% | 19% | 0% | -31%
Cc1cc(N/N=C/c2ccccc2)nc(N)n1 | 3% | 0% | 5% | -6% | 35%[activator] | -18%[11.4 µM] | ? | -6% | -17%
O=C(CNC(=S)N(Cc1ccccc1)Cc1ccccc1F)NCCc1ccccc1 | 169%[activator] | -8% | -22% | -16% | -25% | -5% | -4% | -13% | -16%
CCOC(=O)c1c(C)[nH]c(-c2csc(C)n2)c1C | 152%[activator] | -6% | -8% | 3% | -20% | ? | ? | -3% | ?
COc1cccc(C(=O)CN2CCN(S(=O)(=O)c3ccc(Cl)cc3)CC2)c1 | 23% | . | -5% | -2% | -16% | -16% | 10µM* | -1%[60.1 µM] | -17%
Cc1ccc(Nc2nc3ccccc3c3nncn23)c(Cl)c1 | 8% | . | 35% | -2% | -6% | -10% | 6%[59 µM] | -3% | 1%
Cc1ccc(-c2nn(CC(=O)Nc3cccc(C(F)(F)F)c3)c(=O)c3ccccc23)cc1 | 12% | . | 2% | -8% | -17% | -6% | 5%[59 µM] | -5% | 1%
COc1ccc(S(=O)(=O)N2CCOCC2)cc1NC(=O)c1ccccc1-c1ccc(C(F)(F)F)cc1 | -4% | 0% | 62% | -1% | -17% | -7%[57.1 µM] | -10%[59 µM] | -4% | 10%
COc1ccc(NC(=S)NCC2CCN(c3ccc(OC)cc3)C2)cc1 (configuration not stated) | 12% | 2% | 5% | 0% | -12% | 35µM* | ? | -10% | 32µM*
O=C(Cc1ccccc1)Nc1nnc(-c2ccco2)s1 | ? | -2% | 9% | -4% | -4% | -17% | -17%[12.7 µM] | -24% | ?
Cc1ccc(C)c(N2CCN(C(=O)c3nn(C)c4c3CS(=O)(=O)c3ccccc3-4)CC2)c1 | -27%&33% | 6% | -2%&0% | -13%&0% | ? | -27%&0% | 11% | -10%&-9% | 2%
CN(C)/C=N/c1ncn(-c2ncc(C(F)(F)F)cc2Cl)n1 | 72%[activator] | -5% | 1% | -7% | -7% | -12% | 6% | -3% | -23%
Nc1nc2ccc(Cc3ccncc3)cc2s1 | -11% | 38%[12.4 µM] | 2% | 1% | -18% | -11% | ? | -10% | -18%
CC1(C)CC(O)CC(C)(C)N1CC(O)COCc1ccccc1 (configuration not stated) | ? | 3% | 22% | -7% | -9% | -2% | 0%[59 µM] | 2% | 5%
O=C(CSc1nc2ccccc2c(=O)n1Cc1ccco1)N1CCN(c2ccccc2)CC1 | -5% | 14% | 35% | -9% | -9% | -4% | 14µM* | -8% | ?
O=C(CCNS(=O)(=O)c1ccc2c(c1)CCN2C(=O)C1CC1)Nc1ccc(F)cc1F | -2% | . | -9% | 0% | -5% | -8% | 1%[59 µM] | -8%[60.1 µM] | 3%
CCS(=O)c1ccccc1C(=O)OCC(=O)Nc1cccc(S(=O)(=O)N2CCCCC2)c1 (configuration not stated) | 2% | -2% | . | . | -3% | 3% | 11%[12.7 µM] | -3% | -33%
O=C(CCc1ccccc1)Nc1cccnc1Cl | 25% | 1% | -18% | -7% | -4% | -8% | 8%[59 µM] | -6% | 0%
O=C(COC(=O)c1ccc(Cl)cc1[N+](=O)[O-])NCc1ccco1 | -18% | -9% | . | . | -6% | -29% | . | -10% | .
Cc1ccccc1OCC(=O)Nc1ccc(N2CCOCC2)cc1N1CCOCC1 | 17% | -9% | . | . | -11% | -30% | 10µM* | -7% | -38%
COc1ccc(CC(=O)OCC(=O)Nc2ccc3c(c2)OCCO3)cc1OC | 29% | -9% | 22% | -1% | -21% | 1% | -1%[59 µM] | -9% | 2%
O=C(O)c1ccc(N2C(=O)CC(N3CCN(c4cccc(C(F)(F)F)c4)CC3)C2=O)cc1 (configuration not stated) | 42%[activator] | 25% | 14% | -3% | -7% | -5% | 40µM* | 7% | 7%
O=C(OCc1nc2ccsc2c(=O)[nH]1)c1ccco1 | 47%[activator] | 34% | . | . | 5% | -2% | -6% | -13% | -7%
CCN(CC)C(=O)CSc1nc2ccccc2c(=O)n1-c1cccc(OC)c1 | 11% | -1% | 5% | -2% | -4% | 0% | 8%[59 µM] | -5% | 1%
CCOC(=O)Cc1nnc(Nc2ccc(C(=O)NC)cc2)c2ccccc12 | 22% | -4% | 7% | 3% | -14% | -8% | . | -1% | -20%
O=C(NCc1ccco1)c1cc2n(n1)C(C(F)(F)F)CC(c1ccc(Cl)c(Cl)c1)N2 (configuration not stated) | 19% | 2% | ? | -4% | -4% | -8% | -1%[59 µM] | -7% | -5%
CCS(=O)(=O)Nc1ccc(NC(C)=O)cc1 | 13% | 16% | 2% | -6% | 9% | -7% | ? | 0% | 4%
Cc1nc(C(=O)Nc2ccccc2Cl)cc2c1[nH]c1ccccc12 | -15% | -6% | ? | -3% | 7% | -19% | -10%[59 µM] | -4% | 2%
O=[N+]([O-])c1ccccc1CNCCCCCO | 32%[activator] | -5% | . | . | -25% | -9% | 16%[2.33 µM] | -3% | -4%
O=C1CS/C(=C/C(=O)c2ccccc2)N1 | -4% | 0% | 4% | -2% | -2% | -2% | -19% | -9% | -5%
Cc1cc(NC(=O)CSc2nc(-c3ccccc3)c(C#N)c(=O)[nH]2)no1 | -19% | 4% | -1% | -3% | -6% | -17% | -11% | -6% | -1%
C=CCOC(=O)C1=C(C)Nc2[nH]c(=O)[nH]c(=O)c2C1c1ccccc1 (configuration not stated) | -8% | -5% | -1% | -4% | 5% | -20% | ? | -7% | .
Cc1[nH]c(C)c2c(=O)n(-c3ccccc3)ncc12 | 33%[activator] | -3% | 21% | 1% | -4% | -25% | ? | -17% | -20%

Four of the compounds above, with each value named:
O=C(CCc1ccccc1)Nc1cccnc1Cl
  POLI inh: 25%
  APE1 inh: 1%
  POLB inh: -18%
  BLM inh: -7%
  POLH inh: -4%
  JMJD2A Tudor inh: -8%
  G9a inh: 8%[59 µM]
  Pol kappa inh: -6%
  BAZ2B block: 0%

Cc1nc(C(=O)Nc2ccccc2Cl)cc2c1[nH]c1ccccc12
  POLI inh: -15%
  APE1 inh: -6%
  POLB inh: ?
  BLM inh: -3%
  POLH inh: 7%
  JMJD2A Tudor inh: -19%
  G9a inh: -10%[59 µM]
  Pol kappa inh: -4%
  BAZ2B block: 2%

Cc1[nH]c(C)c2c(=O)n(-c3ccccc3)ncc12
  POLI inh: 33%[activator]
  APE1 inh: -3%
  POLB inh: 21%
  BLM inh: 1%
  POLH inh: -4%
  JMJD2A Tudor inh: -25%
  G9a inh: ?
  Pol kappa inh: -17%
  BAZ2B block: -20%

CCS(=O)c1ccccc1C(=O)OCC(=O)Nc1cccc(S(=O)(=O)N2CCCCC2)c1 (configuration not stated)
  POLI inh: 2%
  APE1 inh: -2%
  POLB inh: .
  BLM inh: .
  POLH inh: -3%
  JMJD2A Tudor inh: 3%
  G9a inh: 11%[12.7 µM]
  Pol kappa inh: -3%
  BAZ2B block: -33%

(cont.)
SMILES | POLI inh | APE1 inh | POLB inh | BLM inh | POLH inh | JMJD2A Tudor inh | G9a inh | Pol kappa inh | BAZ2B block
Cc1ccc2nc3c(cc2c1)c(NS(=O)(=O)c1ccccc1)nn3CC(C)C | 10% | -5% | 14% | -3% | -7% | 2% | 23%[59 µM] | 1% | -1%
Cc1nccn1CCC(=O)O | -9% | 0% | -1% | 2% | -11% | -19% | ? | 0% | .
O=[N+]([O-])/C(C(Cl)=C(Cl)Cl)=C(/Sc1ccccc1)N1CCCCC1 | 162%[activator] | 12% | 21% | -2% | -15% | ? | . | -3% | 35µM*
Cc1cc(C)nc(N/N=C/c2ccccc2OCc2ccc(Br)cc2)n1 | 25% | 9% | 38% | -1% | -13% | -16% | 2%[59 µM] | -1% | 3%
COc1cc(C(=O)NC2CCCc3ccccc32)cc(OC)c1C (configuration not stated) | 8% | 10%[12.4 µM] | 40% | -1% | -10% | -9% | ? | -10% | -38%
Cc1ccc(/C=N/N2CCN(C3c4ccccc4-c4ccccc43)CC2)o1 | 31%[activator] | -5% | 19% | -5% | ? | 45µM* | . | 0% | 35µM*
CCOC(=O)c1c(N)n[nH]c1-c1ccccc1 | 11% | 1% | 23% | -5% | -5% | -4% | 2% | -20% | 5%
CCOC(=O)C(C)(C)Sc1nc2c(cnn2-c2ccc(C)cc2)c(=O)[nH]1 | ? | 4% | 0% | -4% | 4% | -30% | ? | -16% | -1%
CC(=O)N1c2ccc(S(=O)(=O)NCc3ccccc3Cl)cc2CC1C (configuration not stated) | -2%&2% | -1% | 15%&-5% | -2%&2% | -20%&-8% | -8%&-2% | 10% | 3%&1% | -2%
COc1cc(C(=S)N2CCCC2)ccc1OCc1ccccc1 | 24% | 6% | 5% | -10% | -13% | -13% | . | 1% | ?
